RAD54 branch: RAD54 (human) branch migration inhibition. RAD54 Holliday junction branch migration, FAM/BHQ fluorescence. inhibition, % at 10.4 µM. 360,000 tested, 0.14% active;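 active = mean normalized replicate activity at least 40 and at least half of replicates scoring 40 or more; inconclusive = only one of the two criteria met; inactive = mean below 40 and under half of replicates reaching 40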;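 note: 0% = median of neutral control wells and 100% = median of positive control wells; inhibitors cause a drop in the FAM fluorescence signal; in these data hits start at about 50%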
Target sequence (Q92698 whole entry, looked up): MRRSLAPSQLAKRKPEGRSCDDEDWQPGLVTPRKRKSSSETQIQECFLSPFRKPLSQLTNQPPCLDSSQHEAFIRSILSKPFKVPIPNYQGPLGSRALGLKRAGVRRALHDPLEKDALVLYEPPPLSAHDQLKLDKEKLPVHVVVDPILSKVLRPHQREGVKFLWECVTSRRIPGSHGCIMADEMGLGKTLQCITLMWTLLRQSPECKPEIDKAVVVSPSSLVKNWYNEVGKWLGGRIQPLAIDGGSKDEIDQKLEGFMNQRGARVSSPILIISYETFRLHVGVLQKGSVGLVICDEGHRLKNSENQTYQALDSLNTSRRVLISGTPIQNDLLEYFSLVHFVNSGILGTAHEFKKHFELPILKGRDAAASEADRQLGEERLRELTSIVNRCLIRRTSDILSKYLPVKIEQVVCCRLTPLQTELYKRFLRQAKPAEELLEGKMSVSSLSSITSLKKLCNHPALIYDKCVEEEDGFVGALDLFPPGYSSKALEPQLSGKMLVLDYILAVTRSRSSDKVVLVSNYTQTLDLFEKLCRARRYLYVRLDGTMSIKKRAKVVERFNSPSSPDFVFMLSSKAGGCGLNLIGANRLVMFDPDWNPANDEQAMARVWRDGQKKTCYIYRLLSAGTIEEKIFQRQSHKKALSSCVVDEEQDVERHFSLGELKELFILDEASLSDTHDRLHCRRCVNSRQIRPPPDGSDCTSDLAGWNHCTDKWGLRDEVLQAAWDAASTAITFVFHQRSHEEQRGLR
RAD52 inh: RAD52 (human) annealing inhibition | P43351 | 360,000 tested, 0.46% active | inhibition, % at 18.7 µM | recombinant RAD52 DNA annealing, FRET fluorescence;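 active = every replicate showing at least 50% inhibition; inconclusive = mean inhibition at least 50% but not in every replicate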
ARNT-TACC3 inh: disrupts binding between human ARNT and TACC3. 390,000 tested, 0.66% active. Q9Y6A5. AlphaScreen His-ARNT PAS-B/GST-TACC3 binding, luminescence; TACC3 fragment carries E629A point mutation. AID 623870. inhibition, % at 9.99 µM;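 active = mean inhibition of replicates at least 50% and at least half of replicates each reaching 50%; inconclusive = half or more replicates reach 50% but mean below 50%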;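 note: 0% = complete ARNT plus TACC3 wells and 100% = ARNT alone without TACC3; many hits fall short of the cut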
esBAF inh: SWI/SNF esBAF complex inhibition; mouse ES cells, Bmi1-luciferase knock-in reporter, 24 h; 100% = twice the neutral-well signal; 350,000 tested, 2% active; AID 602393; reporter increase, % at 12.5 µM; in the data active = activation above about 40%; inconclusive = no clear call, values can overlap the other calls;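 note: 0% = median of the plate's neutral control wells and 100% = double that signal; a rise in the Bmi1 reporter signal indicates esBAF inhibition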
E-selectin induc: E-selectin induction on HUVECs; P16581; HUVEC E-selectin immunofluorescence imaging; normalized: neutral wells 0, TNF-alpha wells 100; activation, % at 7.58 µM; 260,000 tested, 0.37% active; AID 686992;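 active = mean E-selectin-positive cell signal at least 10% of the positive control, reached in at least 60% of replicates, without over 20% cell loss; inconclusive = no rule given, readout overlaps actives, possibly toxicity-flagged; inactive = the rest, including those meeting only one limit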;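 note: in these data hits start at about 27%; measured in HUVEC primary endothelial cells; signal is the percent of cells scored E-selectin positive by PE staining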
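material = human umbilical vein endothelial cells (HUVEC), E-selectin induction | quantity = 3,000 cells/well | medium = EGM-2 growth medium on 0.1% gelatin-coated wells | technique = immunofluorescence imaging | read-out basis = % PE-positive cells | control set = TNF-alpha positive control, DMSO neutral control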
PglD DTNB: inhibitors of Campylobacter jejuni PglD acetyltransferase. inhibition, % at 12.5 µM. purified PglD enzyme, DTNB colorimetric CoA detection. 360,000 tested, 0.098% active. AID 602405; in the data active = inhibition above about 16%, passing the limit was not always enough; inconclusive = no clear call, values can overlap the other calls; note: strong numbers were not always called active
CASP6 VEID inh: inhibitors of human caspase-6; P55212; purified caspase-6, Z-VEID-R110 cleavage fluorescence; inhibition, % at 12.5 µM; 350,000 tested, 0.53% active; AID 686996;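 active = mean inhibition across replicates at least about 35%, with every replicate also reaching that limit, limit read from the data; inconclusive = only one of the two criteria met; inactive = neither criterion met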;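 note: 0% = median of neutral control wells and 100% = no fluorescence left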
Target sequence (P55212 24-179 limits assumed): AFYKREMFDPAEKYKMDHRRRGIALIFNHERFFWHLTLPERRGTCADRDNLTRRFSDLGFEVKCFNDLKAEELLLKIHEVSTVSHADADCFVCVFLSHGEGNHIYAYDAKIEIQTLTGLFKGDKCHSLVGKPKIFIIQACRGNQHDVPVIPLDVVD
Target sequence (P55212 194-293 limits assumed): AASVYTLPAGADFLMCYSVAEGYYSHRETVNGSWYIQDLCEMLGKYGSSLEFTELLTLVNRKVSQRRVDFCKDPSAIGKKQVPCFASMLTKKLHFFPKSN
ERp5 block: blocks human ERp5 reductase activity on insulin | ERp5 insulin aggregation, absorbance 650 nm, 90 min | inhibition, % at 9.99 µM | 350,000 tested, 0.05% active;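 active = mean replicate inhibition above about 25%, with every replicate also reaching it, limit read from the data, passing the limit was not always enough; inconclusive = only one of those two criteria met; inactive = neither criterion met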
* = called active by the depositor; ? = inconclusive; . = no result given.

SMILES,RAD54 branch,RAD52 inh,ARNT-TACC3 inh,esBAF inh,E-selectin induc,PglD DTNB,CASP6 VEID inh,ERp5 block
O=C(NCc1ccc(OC(F)(F)F)cc1)C1CC(c2cccc(F)c2)=NO1 (centres undefined),-22.3,-1.0,-5.4,-7.7,0.6,3.0,-2.7,-1.5
CC(C)(C)OC(=O)N1CCc2onc(-c3ccc(-n4cc(C5=CCCCC5)nn4)cc3)c2C1=O,.,-3.6,.,.,0.8,.,-1.8,2.5
CNC[C@@H]1Oc2cc(-c3cccc(C(=O)N(C)C)c3)ccc2S(=O)(=O)N([C@H](C)CO)C[C@H]1C,-12.9,-40.1,1.5,-3.8,0.0,-2.7,-1.2,-7.7
N#Cc1ccc(C2CC(OCCF)=CC(=O)O2)cc1 (centres undefined),.,-10.3,.,.,-0.2,.,-0.6,7.0
COC(=O)c1nnn(-c2nonc2N)c1-c1cccs1,7.1,-3.4,.,-1.8,-0.5,-1.0,-0.9,-5.5
O=C(OCC(=O)c1ccc[nH]1)c1ccc(F)c(S(=O)(=O)N2CCOCC2)c1,-3.6,-10.5,.,-2.2,-1.0,1.5,0.9,0.2
CC(C)C(OC(=O)c1ccc(Cl)nc1)C(=O)NC1CCCCC1 (centres undefined),-1.6,-3.6,-4.2,-9.9,.,-5.6,3.2,1.9
Cc1ccc(CCNC(=O)C2CCN(c3nn4c(=O)cc(C)nc4s3)CC2)cc1,0.4,.,-1.1,-2.0,.,-3.1,.,.
COc1ccccc1C#Cc1ccc2c(c1)[C@@H]1[C@@H](CCN1S(=O)(=O)c1cccc(C)c1)[C@H](CO)N2,.,6.5,.,.,2.4,.,-1.3,14.1
COc1ccc(NC2CCCCC2NS(=O)(=O)c2ccc(C)cc2)cc1 (centres undefined),-0.3,-0.8,8.1,-0.6,.,5.9,3.7,3.5
CCOC(=O)c1ccc(NC(=O)CNC(=O)C2CCCCC2)cc1,-2.6,-10.0,-5.9,3.0,.,1.2,-2.8,0.0
CC(Oc1cccc(Cl)c1)C(=O)Nc1ccccc1C(=O)N1CCCCC1 (centres undefined),-19.6,0.5,-3.0,-3.8,.,-3.5,-61.5,7.6
CCOC(=O)C(Cc1ccc(OC)c([N+](=O)[O-])c1)NC(=O)CCC(=O)Nc1ccc(C)cc1 (centres undefined),.,7.4,-3.5,.,.,.,4.6,5.5
COc1ccc(NC(=O)N(C)C[C@H]2OCCCC[C@@H](C)Oc3ccc(NS(C)(=O)=O)cc3C(=O)N([C@@H](C)CO)C[C@H]2C)cc1,-6.1,-0.3,-3.9,-1.3,0.5,0.6,1.2,-1.8
CC(C)(C)NC(=O)CC1C(=O)NCCN1Cc1c(F)cccc1Cl (centres undefined),.,-10.2,0.8,.,.,.,-3.0,2.7
Cn1cc(CNCCCn2ncc3ccccc32)c(-c2ccccc2F)n1,.,-18.1,3.4,-4.6,3.7,.,2.8,8.9
Nn1cc(-c2ccccc2)nc1SCC(=O)Nc1ccc(S(N)(=O)=O)cc1,4.3,-40.3,11.6,9.2,1.6,5.2,2.6,-1.3
Cc1cc(NC(=O)c2sc(Nc3cccc(C(F)(F)F)c3)nc2N)no1,6.9,.,3.7,1.6,.,-0.1,.,.
Cn1c(=O)c2ccccc2n(Cc2ccccc2Cl)c1=O,-14.6,-17.0,24.3,-1.3,.,3.3,-1.9,-0.9
c1ccc(-c2ccc(-c3cnc4n3CCCCC4)cc2)cc1,-1.2,.,6.5,39.9,.,-4.6,.,.
Cc1c(CCC(=O)N[C@@H](C)C(=O)O)c(=O)oc2cc3occ(-c4ccccc4)c3cc12,-18.2,-5.0,48.9*,-0.1,-0.1,-4.5,2.4,-3.1
CN(C)c1ccc(-c2csc(C(O)c3ccc(F)cc3)n2)cc1 (centres undefined),-1.2,-1.0,.,82.0*,0.7,-3.5,10.1,1.7
CCn1c(=O)c2cc(S(=O)(=O)NCCOc3ccccc3)ccc2n(CC)c1=O,-6.7,.,-1.9,-6.7,.,-3.5,.,.
O=S(=O)(c1ccc(=S)[nH]c1)N1CCN(Cc2ccccc2)CC1,8.4,-17.5,10.6,-3.3,-0.5,-7.7,-3.5,4.0
O=C1NC[C@H](Cc2ccc(O)cc2)N(CCc2cc(C(F)(F)F)cc(C(F)(F)F)c2)C1=O,.,-12.2,.,.,0.0,.,2.7,1.6
C[C@H]1CN([C@@H](C)CO)C(=O)c2c(c3ccccc3n2C)-c2ccccc2CO[C@@H]1CN(C)Cc1ccc(O)cc1,.,21.6,.,.,-0.2,.,1.4,3.3
CCN(CC)C(=O)C12C(=O)Oc3ccccc3C1C2(C)C(=O)c1ccc(F)cc1 (centres undefined),.,-4.7,7.7,.,0.3,.,-1.6,3.2
CCn1cc(C(=O)NCC(=O)NC(C)(C)CO)c(=O)c2cc3c(cc21)OCO3,5.9,-14.4,0.5,-11.7,0.0,-5.6,1.3,1.0
C[C@@H]1CCCCO[C@@H](CN(C)S(=O)(=O)c2cccs2)[C@@H](C)CN([C@@H](C)CO)C(=O)c2cc(NS(=O)(=O)c3ccc(F)cc3)ccc2O1,2.6,-5.4,-0.9,-1.4,.,2.3,0.0,-0.2
CC(C)NC(=O)N(C)C[C@H]1OCCCC[C@@H](C)Oc2ccc(NC(=O)CCCN(C)C)cc2C(=O)N([C@@H](C)CO)C[C@@H]1C,-2.8,-24.8,-4.4,.,0.0,-0.6,0.8,0.1
C=CCSc1nc2ccccc2[nH]1,2.5,.,9.2,2.2,.,6.3,.,.
COCCOC(=O)C1=C(C)NC2=C(C(=O)CC(c3cccs3)C2)C1c1ccsc1 (centres undefined),13.4,.,-4.8,9.8,.,-0.5,.,.
CC(NC(=O)C12CC3CC(CC(C3)C1)C2)C(=O)N/N=C/C1=C(N2CCOCC2)C(=C\c2ccccc2)/CC1 (centres undefined),14.1,-14.4,-7.9,.,0.5,0.1,0.1,1.4
COc1cccc(-c2sc3ccc(OC)cc3c2-c2cnc(N3CCOCC3)nc2)c1,.,-4.4,.,.,4.3,.,-2.4,-0.4
Cc1ccc2cc3cc(C(=O)NCCCN4CC(C)CC(C)C4)oc3nc2c1 (centres undefined),12.8,-1.7,-4.1,-5.5,3.7,-0.3,-5.6,16.4
C#CCOCCOCCOCCNc1nc(N2CCN(C(=O)CCCCCCCCCCNC(=O)[C@@H](CCC(=O)O)n3cc(CCCCCN)nn3)CC2)nc(N2CCN(C(=O)CCCCCCCCCCNC(=O)[C@H](CCCCN)n3cc(C[C@@H](C)CC)nn3)CC2)n1,?,.,11.9,-5.9,.,-3.8,.,.
COCC(=O)N(C)C[C@@H]1Oc2ncc(-c3ccccc3OC)cc2C(=O)N([C@H](C)CO)C[C@@H]1C,3.5,2.0,.,-8.8,0.1,2.8,-4.9,11.8
CS(=O)(=O)Nc1ccc2c(c1)[C@H]1C[C@@H](CC(=O)O)O[C@@H](CO)[C@H]1O2,.,-5.0,.,.,0.0,.,1.5,-3.2
CC1(C2CC2)NC(=O)N(CC(=O)Nc2ccccc2F)C1=O (centres undefined),3.4,-4.0,-2.2,3.7,.,4.5,-4.2,9.0
COc1ccc(NC(=O)Nc2ccc3c(c2)C(=O)N([C@H](C)CO)C[C@H](C)[C@H](CN(C)S(=O)(=O)c2c(C)noc2C)OCCCC[C@H](C)O3)cc1,7.9,.,15.3,-2.7,0.4,-2.5,.,.
O=C(C[C@H]1C[C@H]2c3cc(NC(=O)C4CCC4)ccc3O[C@H]2[C@@H](CO)O1)NCc1ccccc1F,-1.0,-13.9,-12.2,-2.5,-0.1,-1.0,3.4,0.8
O=C(COC(=O)Cc1ccccc1F)NCc1ccccc1Cl,-1.5,-17.6,.,1.0,-0.1,-0.3,0.6,-0.2
Cc1ccc2nc3c(nc2c1)-c1ccccc1C3=O,-7.4,.,-0.6,?,.,6.9,.,.
CC(C)Nc1nc(NC(C)C)nc(C(N)=O)n1,-2.7,.,2.8,-3.8,.,4.1,.,.
CC(=O)NC(NC(=S)Nc1ccc(N=Nc2ccccc2C)cc1C)C(Cl)(Cl)Cl (centres undefined),2.3,.,-4.5,21.1,.,-2.6,.,.
CCCCCn1c(=O)[nH]c2cc(C(=O)N3CCN(c4ccc(C(C)=O)cc4)CC3)ccc2c1=O,8.0,-12.2,-5.4,20.3,.,0.5,1.1,-0.7
CC(C)CCN1CC(=O)N2Cc3[nH]c4ccccc4c3C[C@H]2C1=O,-8.7,9.7,-24.1,-1.0,0.1,10.2,1.4,0.2
C[C@@H]1CN([C@H](C)CO)C(=O)CCCn2nncc2CO[C@@H]1CN(C)C(=O)Nc1ccc(C(F)(F)F)cc1,5.4,-1.0,-4.1,-0.2,0.2,5.0,2.9,4.7
O=C(CCn1cnc(-c2ccccc2)c1-c1ccccc1)N/N=C/c1ccc(O)cc1,2.1,-16.9,0.0,2.5,2.3,3.5,2.7,2.9
C[C@@H]1CN([C@@H](C)CO)S(=O)(=O)c2ccc(C#Cc3ccccn3)cc2O[C@@H]1CN(C)CC1CC1,-1.2,-7.0,13.9,8.7,-0.1,-2.3,0.7,4.2

Quoted at random: 2 entries already listed, in no set order.
SMILES,RAD54 branch,RAD52 inh,ARNT-TACC3 inh,esBAF inh,E-selectin induc,PglD DTNB,CASP6 VEID inh,ERp5 block
CC(=O)NC(NC(=S)Nc1ccc(N=Nc2ccccc2C)cc1C)C(Cl)(Cl)Cl (centres undefined),2.3,.,-4.5,21.1,.,-2.6,.,.
O=C(CCn1cnc(-c2ccccc2)c1-c1ccccc1)N/N=C/c1ccc(O)cc1,2.1,-16.9,0.0,2.5,2.3,3.5,2.7,2.9

(listing goes on)
SMILES,RAD54 branch,RAD52 inh,ARNT-TACC3 inh,esBAF inh,E-selectin induc,PglD DTNB,CASP6 VEID inh,ERp5 block
CO[C@H]1CN(C)C(=O)c2ccc(NS(C)(=O)=O)cc2OC[C@H](C)N(Cc2cccnc2)C[C@@H]1C,1.5,-2.1,-0.3,2.3,0.1,1.4,0.5,2.4
C[C@@H](NC(=O)c1[nH]cnc1C(=O)Nc1ccon1)c1ccccc1,-0.1,-15.7,-3.6,-4.3,0.1,-1.4,-3.7,9.5
O=C(Nc1nc2ccccc2s1)C1CCCN1S(=O)(=O)c1ccc(Cl)cc1 (centres undefined),-0.7,.,-9.2,0.4,.,4.8,.,.
COC(=O)[C@@]1(Cc2ccccc2)[C@H]2C(=O)N(Cc3ccccc3)C(=O)[C@H]2[C@H]2CN=C(SCc3ccc(C#N)cc3)N21,3.8,-6.3,-4.6,2.0,.,-11.5,-5.3,-0.3
S=C(Cc1ccccc1)Nc1ccccc1,.,-20.5,.,5.6,-0.2,.,-0.6,6.3
C[C@H](CO)N1C[C@H](C)[C@H](CN(C)C(=O)c2ccc3c(c2)OCO3)Oc2ncc(C#Cc3ccccc3F)cc2C1=O,-2.3,8.2,-3.9,-5.6,-0.9,0.0,-0.3,0.1
COc1ccc(S(=O)(=O)N2CCCCCC2)cc1NC(=O)CN1C(=O)NC(C)(c2ccc(C)cc2)C1=O (centres undefined),-3.0,-16.7,0.2,3.7,-0.3,5.5,1.8,1.1
C=CCn1c(CNc2ccc(C)cc2)nnc1SCC(=O)N/N=C/c1ccc(O)cc1,3.7,.,11.6,0.5,.,-7.6,.,.
C[C@@H]1CN([C@@H](C)CO)C(=O)Cc2cc(NC(=O)NC3CCCCC3)ccc2O[C@H]1CN(C)S(C)(=O)=O,8.7,9.9,-0.8,1.6,9.5,7.4,-1.2,-5.4
COc1ccc(-c2ccc3ccccc3n2)cc1OC,.,2.0,0.0,.,1.4,.,6.3,0.8
